Bioassay records (PubChem BioAssay)
VCAM1 TNFa inh: inhibitors of TNFa-induced VCAM1 expression, primary screen, imaging, HUVEC, TNFa stimulus, immunofluorescence; HUVEC TNFa-induced VCAM-1 immunofluorescence, high-content imaging; inhibition, % at 2 µM; 95,000 tested, 0.48% active;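 active means inhibition above the batch mean plus 3 SD, with images confirmed as a hit by eye, cut at about 37% in these data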;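 further: 0% = TNF-stimulated DMSO wells and 100% = unstimulated control wells; not every result past the cut was called active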
cytoskel mod: modifiers of F-actin cytoskeleton organization, primary screen, imaging, HUVEC, phalloidin staining, high-content imaging; HUVEC TNFa F-actin phalloidin imaging; inhibition, % at 2 µM; 91,000 tested, 0.18% active;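 active means inhibition above the batch mean plus 3 SD and confirmed as a hit by visual image inspection, cut at about 30% in these data, passing the limit was not always enough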; further: strong numbers were not always called active
IL1B cytotox: cytotoxicity in IL-1B stimulated HUVEC, primary screen, cytotoxicity control for IL-1B NFkB translocation project, imaging, Hoechst nuclear count, IL-1B stimulus; cell count reduction, % at 2 µM; HUVEC cell count loss; AID 845, 2007; 94,000 tested, 0.41% active;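 active means cell count reduction more than 3 SD above the screen-wide mean, cut at about 70% in these data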;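 further: normalized per plate to untreated control cells as the no-loss baseline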
TNFa cytotox: cytotoxicity in TNFa-stimulated HUVEC, primary screen, cytotoxicity control for VCAM1 expression modulator project, imaging, Hoechst nuclei count; HUVEC TNFalpha-stimulated, Hoechst cell count; cell count reduction, % at 2 µM; 93,000 tested, 0.17% active;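 active means cell count reduction exceeding the screen mean by over 5 SD, scaled to untreated wells per plate, cut at about 78% in these data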;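 further: cells counted after 24 h of TNF alpha exposure following the 1 h pretreatment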
Calb biofilm kill: clotrimazole potentiators killing Candida biofilms, primary screen, with clotrimazole, Alamar Blue. 85,000 tested, 0.14% active. inhibition, % at 6 µM. C. albicans biofilm + clotrimazole;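 active means inhibition above 20%; inactive means inhibition below 20%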;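 further: preformed 24 hr biofilms exposed to compound for 48 hr; 0% = biofilm without compound and 100% = blank killed by clotrimazole plus chlorhexidine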
sEH act: soluble epoxide hydrolase activators, primary screen, biochemical, human sEH; purified human sEH enzymatic activity, activator screen; activation, % at 2 µM; Bifunctional epoxide hydrolase 2 (Homo sapiens), P34913; 91,000 tested, 0.04% active; in the data active means activation above about 37%; further: values of inactives mirror those of a sister screen read the other way
Target sequence (P34913 whole entry, looked up): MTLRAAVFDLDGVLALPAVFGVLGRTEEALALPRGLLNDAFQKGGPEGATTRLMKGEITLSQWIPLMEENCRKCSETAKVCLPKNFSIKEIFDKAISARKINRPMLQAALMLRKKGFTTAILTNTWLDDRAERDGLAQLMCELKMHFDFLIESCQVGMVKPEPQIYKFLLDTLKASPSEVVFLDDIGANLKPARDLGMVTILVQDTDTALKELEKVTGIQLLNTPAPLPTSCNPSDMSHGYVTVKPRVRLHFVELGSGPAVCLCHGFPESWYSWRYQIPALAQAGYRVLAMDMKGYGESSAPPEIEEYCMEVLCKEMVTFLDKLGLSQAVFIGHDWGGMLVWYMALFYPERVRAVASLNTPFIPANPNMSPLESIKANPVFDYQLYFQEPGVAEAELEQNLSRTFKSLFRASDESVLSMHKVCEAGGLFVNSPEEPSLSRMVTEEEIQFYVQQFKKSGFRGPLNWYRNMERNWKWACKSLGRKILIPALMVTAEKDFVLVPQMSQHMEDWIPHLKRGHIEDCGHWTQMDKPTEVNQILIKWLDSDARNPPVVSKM
Smad3 inh: Smad3/FoxH1 peptide binding inhibitors, primary screen, biochemical, TR-FRET. inhibition, % at 25 µM. Mothers against decapentaplegic homolog 3 (Homo sapiens), P84022. 88,000 tested, 0.29% active. TR-FRET Smad3/Dy647-FoxH1 peptide binding, europium anti-His;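 active means compounds that reduce the energy-transfer binding signal between the protein and its labelled peptide by more than half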;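 further: 0% = Smad3 plus labelled peptide maximal FRET and 100% = peptide-only background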
sEH inh: soluble epoxide hydrolase inhibitors, primary screen, biochemical, human sEH | recombinant human sEH enzymatic activity assay | Bifunctional epoxide hydrolase 2 (Homo sapiens), P34913 | inhibition, % at 2 µM | AID 707, 2007 | 91,000 tested, 0.34% active; in the data active means inhibition above about 80%; further: values of inactives mirror those of a sister screen read the other way; many of its hits are not listed in these tables
ERb coact inh: inhibitors of ERβ-SRC1 coactivator interaction, primary screen, biochemical, TR-FRET, ERβ LBD, SRC-1 peptide. Estrogen receptor beta (Homo sapiens), Q92731. TR-FRET ER-beta LBD / SRC1-Cy5 peptide binding; receptor agonist-loaded with 1 µM estradiol. inhibition, % at 25.6 µM. 86,000 tested, 1.3% active. AID 633, 2007;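 active means compounds whose percent inhibition of the receptor-coactivator binding signal exceeds about 50% in the single-dose screen, limit read from the data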;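 further: 0% = receptor plus peptide wells without compound and 100% = peptide-only wells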
Target sequence (Q92731 whole entry, looked up, the tested form may be a part): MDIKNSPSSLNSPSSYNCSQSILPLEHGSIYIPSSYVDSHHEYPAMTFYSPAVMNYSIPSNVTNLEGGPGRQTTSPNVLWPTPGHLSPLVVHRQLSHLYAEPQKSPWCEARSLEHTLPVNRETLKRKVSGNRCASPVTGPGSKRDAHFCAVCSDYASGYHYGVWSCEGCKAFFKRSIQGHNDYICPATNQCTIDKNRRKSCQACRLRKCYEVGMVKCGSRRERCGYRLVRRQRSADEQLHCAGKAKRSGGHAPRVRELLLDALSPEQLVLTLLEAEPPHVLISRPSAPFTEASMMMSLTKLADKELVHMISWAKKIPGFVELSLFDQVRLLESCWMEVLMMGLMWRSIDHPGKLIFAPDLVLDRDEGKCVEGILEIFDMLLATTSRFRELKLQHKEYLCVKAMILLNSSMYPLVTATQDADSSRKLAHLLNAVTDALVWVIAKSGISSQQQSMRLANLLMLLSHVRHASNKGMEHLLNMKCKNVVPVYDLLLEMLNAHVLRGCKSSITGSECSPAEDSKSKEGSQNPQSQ
The depositor's hits bear a star; . = not tested or not shown; [ ] = remark or other dose. Not all compounds are listed, so the mix of outcomes need not match the whole.

SMILES	VCAM1 TNFa inh	cytoskel mod	IL1B cytotox	TNFa cytotox	Calb biofilm kill	sEH act	Smad3 inh	sEH inh	ERb coact inh
CC(C)CC(=O)n1sc(NC(=O)c2ccccc2)nc1=O	9.6	50.4	-2.4	-28.8	.	5.8	.	-6.9	.
CCOc1ccccc1N(CC(=O)Nc1ccccc1C(=O)OC)S(C)(=O)=O	8.7	28.8	-14.4	-14.2	.	-12.9	.	11.6	.
O=C(Nc1ccc(N2CCN(C(=O)c3ccccc3)CC2)c(Cl)c1)c1ccco1	22.8	6.0	2.2	41.9	-2.9	-10.1	-0.7	10.3	18.1[fluorescence artefact?]
COc1ccc(Cl)cc1C(=O)CSc1nnnn1C1CCCC1	9.3	2.9	7.2	-28.6	6.0	-3.1	14.9[fluorescence artefact?]	2.7	-2.1
CSc1nc2c(c(=O)n1Cc1ccccc1)SC(C)C2 (stereo unspecified)	6.8	3.4	-15.4	-6.6	5.9	-0.6	4.2	3.8	-8.6
CCSc1nnc(NC(=O)CSc2ncccn2)s1	-8.1	-1.1	10.4	-15.6	7.3	15.8	0.9	-18.2	-1.5
Cc1cccc(C(=O)NNS(=O)(=O)c2ccccc2[N+](=O)[O-])c1	4.6	-6.7	-21.7	-15.6	3.8	-2.6	8.4	2.6	0.6[fluorescence artefact?]
Cc1cc(C)c(C#N)c(SCC(=O)C(C)(C)C)n1	4.6	-4.3	-14.8	-4.3	4.8	2.6	18.1	0.3	-1.0
COC(=O)c1ccc(NC(=O)c2ccccc2N(C)S(=O)(=O)c2ccccc2)cc1	-14.1	14.8	6.3	-43.5	.	4.0	.	-2.6	.
COC(=O)Cc1cc(=O)[nH]c(/N=C(\N)Nc2ccc(C)cc2)n1	3.4	9.9	20.6	-4.6	5.8	9.6	3.5	-9.5	2.4[fluorescence artefact?]
CCCCCc1ccc(-c2ccc(C(=O)O)cc2)nc1	0.4	14.1	7.6	-19.4	6.2	1.0	4.4	-0.5	6.2
CCOc1ccc(-c2nc(C#N)c(N3CCOCC3)o2)cc1	0.0	-6.1	-10.4	-19.0	7.6	4.7	-7.7	-7.5	-4.4
Cc1ccccc1C(=O)NC(=S)Nc1ccccc1C(F)(F)F	-28.8	-23.2	-60.7	7.3	.	6.6	.	-8.8	.
CCN(CC)CCCCOc1ccccc1OC	-5.6	-21.0	8.7	-1.6	6.3	-0.1	5.4	0.3	3.2[fluorescence artefact?]
COc1cc(C)c(S(=O)(=O)NCc2ccc3c(c2)OCO3)cc1C	6.7	7.8	4.0	-5.8	27.2*	.	9.5	.	0.1
Cn1c(CSc2nnc(SCc3ccccc3)s2)nc2ccccc21	25.8	7.0	-17.0	-45.3	.	.	.	.	.
Cc1ccc(-c2nnc(SCC(=O)O)n2N)cc1	24.9	-7.8	-49.6	-3.8	5.7	-3.6	7.5[fluorescence artefact?]	6.8	0.5[fluorescence artefact?]
Cc1ccc(S(=O)(=O)N2CCN(C3CCC(c4ccccc4)CC3)CC2)cc1 (stereo unspecified)	-36.9	-15.6	-1.4	68.6	.	1.1	.	-3.1	.
O=C(CN1C(=O)c2ccccc2S1(=O)=O)NCc1ccccc1Cl	11.8	-14.7	14.0	7.0	12.9	-6.6	1.5	6.6	-1.0
CCOC(=O)c1cnc2c(cnn2C)c1NCCC(O)C(F)(F)F (stereo unspecified)	-5.3	-7.0	12.1	-9.8	.	2.4	.	-2.9	.
CNC(=O)C1C2C=CC3(O2)C1C(=O)N(C1CC1)C3C(=O)NCc1ccc(OC)cc1 (stereo unspecified)	1.7	-1.3	-43.9	-11.9	6.1	6.5	14.0	-8.6	12.8
Cn1c(NC(=O)c2ccc(Cl)cc2)c(-c2ccccn2)c(=O)c2ccccc21	-26.6	3.7	-1.1	10.4	.	-9.4	.	13.1	.
CCOC(=O)C1=C(C)N(c2ccc(C)cc2)C(=O)/C1=C\c1cccs1	5.2	-5.1	-90.2	-12.6	.	-0.3	.	-1.3	.
COc1ccc(S(=O)(=O)N/N=C\c2ccc(OC)c(COc3ccc(C)cc3[N+](=O)[O-])c2)cc1	-4.9	-0.8	20.0	1.3	6.9	-7.8	-3.1	12.5	27.5
C=CCN1C(=O)N(/C=C/C)c2cccc3cccc1c23	-4.1	-27.5	-19.3	6.4	0.0	3.7	16.4	-5.7	-4.6
S=c1[nH]nc(-c2ccc3ccccc3n2)o1	-6.2	12.0	7.8	-9.9	5.8	-20.0	14.3	21.2	-2.4[fluorescence artefact?]
O=c1c2ccccc2nc(-c2cccc(Cl)c2)n1O	-5.5	-40.4	-0.6	17.1	9.8	-6.7	-4.9	6.0	7.1
Cc1ccc(N2C(=O)C3C(c4ccccc4)(C2=O)C3(c2ccccc2)c2ccccc2)cc1 (stereo unspecified)	-24.6	-5.1	-28.5	-13.1	.	-12.7	.	12.0	.
COc1ccc(NS(=O)(=O)c2ccc(OC)c3ccccc23)cn1	-10.1	-14.0	-1.5	-20.4	-1.0	15.4	-4.8	-15.7	-11.4
O=c1n(-c2cccc(Cl)c2)c(=O)n2n1CCC2	6.9	12.3	-16.0	-9.9	3.6	-7.4	1.0	10.8	12.4
O=C(CSc1c[nH]c2ccccc12)N1CCOCC1	9.7	.	-86.3	-18.7	5.2	1.7	18.0[fluorescence artefact?]	-0.7	-7.1[fluorescence artefact?]
O=C(CC1Oc2ccc(Cl)cc2NC1=O)NC1CCCCCC1 (stereo unspecified)	14.9	-19.4	-52.7	-0.8	6.9	-14.9	3.4	14.1	-2.2
COc1ccccc1Cn1cnc2cccnc21	-4.2	.	6.9	-23.3	9.9	-8.1	7.3	8.6	-3.7
N#CCC(=O)N1CCn2c1nc1ccccc12	9.3	2.0	-28.2	-40.6	3.1	0.5	-4.8	0.9	1.2
Cc1ccc(CCNC(=O)c2ccc(CS(=O)(=O)Cc3ccccc3F)o2)cc1	5.8	3.9	.	-16.4	-4.6	-27.0	7.3	27.1	-1.1
O=C(NCCCN1CCOCC1)C1CC(=O)N(CCc2ccccc2)C1 (stereo unspecified)	-5.2	-0.9	-12.0	-23.8	.	0.9	.	-2.6	.
COc1ccc(OCCNS(=O)(=O)c2ccc3oc4ccccc4c3c2)cc1	8.7	3.2	-14.8	-28.3	.	-5.6	.	5.3	.
CC1(C)CC(=O)c2cnc(NC(=O)CCc3ccccc3)nc2C1	-22.5	14.9	6.6	-5.2	5.8	7.9	0.2	-7.3	3.4
O=C(NCC(c1cccnc1)N1CCOCC1)c1cccc(Cl)c1 (stereo unspecified)	4.8	-18.0	-26.0	7.6	3.1	-17.9	4.0[fluorescence artefact?]	17.1	5.2
CCCCn1c(CN(Cc2ccccc2)Cc2ccccc2)nc2c1c(=O)n(C)c(=O)n2C	7.0	15.1	-13.3	-3.7	2.1	-3.7	-3.0	5.9	-6.2
O=C(CCN1CCc2ccccc2C1)Nc1ccc2c(c1)OCO2	-4.7	10.2	-4.8	-22.9	2.9	-4.7	-7.4	5.8	1.6
COC(=O)C1=C(C)OC(N)=C(C#N)C1C1CCCCC1 (stereo unspecified)	2.0	16.4	-3.9	-12.1	5.4	-24.8	-0.4	25.3	13.9
c1ccc(Cc2nnc3sc(-c4ccncc4)nn23)cc1	10.2	-27.4	-41.2	-9.5	.	-5.7	-0.8	8.4	-1.8
O=C(CNC(=O)c1cccs1)NCC(=O)OCc1c(Cl)cccc1Cl	0.9	31.1	8.6	1.5	.	4.9	.	-1.7	.
O=c1cc(CN2CCC3(CC2)OCCO3)c2c(ccc3ccccc32)o1	10.2	-8.0	14.1	3.9	2.4	-3.3	4.3	3.9	-6.0
COc1cccc(C2C(C(=O)c3cccs3)=C(O)C(=O)N2c2cc(C)on2)c1 (stereo unspecified)	4.0	17.6	-25.7	-11.6	6.9	.	-1.2	.	10.7
COc1cccc(-n2nc(-c3ccnn3-c3ccc(F)cc3)c(=O)n(C)c2=O)c1	14.2	.	3.8	9.8	2.8	-10.1	-13.1	8.9	73.8*
COc1ccc(C(C)n2c(C)c3c(C)nnc(C)c3c2C)cc1 (stereo unspecified)	-20.8	-49.3	-19.9	12.2	2.1	0.1	1.2	-1.2	0.6
CCC(=O)Nc1nc(-c2ccccc2)ns1	58.3*	-10.4	-12.9	.	2.6	-4.3	-16.2	6.5	6.7
CCOCC(O)CS(=O)Cc1ccccc1 (stereo unspecified)	8.8	-5.4	-6.4	-2.8	5.1	1.3	3.0[fluorescence artefact?]	-1.8	-2.4

Three compounds picked at random from the list so far, as already listed:
SMILES	VCAM1 TNFa inh	cytoskel mod	IL1B cytotox	TNFa cytotox	Calb biofilm kill	sEH act	Smad3 inh	sEH inh	ERb coact inh
COc1ccc(C(C)n2c(C)c3c(C)nnc(C)c3c2C)cc1 (stereo unspecified)	-20.8	-49.3	-19.9	12.2	2.1	0.1	1.2	-1.2	0.6
O=C(CNC(=O)c1cccs1)NCC(=O)OCc1c(Cl)cccc1Cl	0.9	31.1	8.6	1.5	.	4.9	.	-1.7	.
CCC(=O)Nc1nc(-c2ccccc2)ns1	58.3*	-10.4	-12.9	.	2.6	-4.3	-16.2	6.5	6.7

The list continues:
SMILES	VCAM1 TNFa inh	cytoskel mod	IL1B cytotox	TNFa cytotox	Calb biofilm kill	sEH act	Smad3 inh	sEH inh	ERb coact inh
O=C(CN1CCN(Cc2ccccc2)CC1)NC(=O)NCc1ccco1	-8.1	-1.8	-2.3	-16.5	6.2	.	5.7[fluorescence artefact?]	.	-14.7
COc1ccc(-c2cc(C(F)(F)F)n3nc(C)cc3n2)cc1	8.1	-12.3	19.8	46.8	-5.1	3.6	-3.8	-5.0	-5.7[fluorescence artefact?]
Cc1cc(C)n(-c2nc(N(c3ccccc3)c3ccccc3)nc(-n3nc(C)cc3C)n2)n1	9.4	-2.9	-14.4	-21.8	3.4	-5.3	1.0[fluorescence artefact?]	3.6	12.6
O=C(CNC(=O)C1CCCCC1)Nc1cc(Cl)cc(Cl)c1	-0.5	3.3	-7.3	2.2	.	-20.1	.	22.2	.
CC(=O)c1cc(C#N)c(SCC(=O)OC(C)C)nc1C	-10.0	8.0	-43.9	-10.1	8.2	-1.5	-0.5	4.3	3.5
COCCCn1c(CCC(=O)O)ccc1-c1ccc(F)cc1	14.2	12.9	8.8	-10.3	-3.1	-7.6	0.2	5.9	0.6
CC12CCC(c3nnc(SCC(=O)Nc4cccc5ccccc45)nc31)C2(C)C (stereo unspecified)	-9.8	4.5	-34.6	-1.7	.	-4.3	.	7.0	.
O=C(CN1C(=O)c2ccccc2S1(=O)=O)Nc1ccccc1	-0.6	-3.8	36.4	-7.1	8.9	4.4	-15.1	-4.7	-7.9
Cc1ccc(CC(=O)OCCNC(=O)c2cccnc2)cc1	-3.7	14.8	-4.9	6.0	9.2	-0.7	2.4	0.0	0.7
Cc1[nH]c(=S)c(C#N)c(C)c1C(=O)Nc1ccccc1	1.3	0.7	-4.4	-4.4	.	-4.7	.	5.8	.
OC1(C(F)(F)F)CC(O)(C(F)(F)F)n2nc(-c3ccccc3)cc2N1 (stereo unspecified)	7.4	10.1	10.8	-16.1	-4.7	2.9	0.2	-2.6	-1.4
CCOC(=O)Nc1ccc(=O)n(Cc2c(Cl)cccc2Cl)c1	-12.2	15.0	-16.7	9.3	.	17.1	.	-13.9	.
